KOR beta-arrestin-1: KOR antagonists, beta-arrestin recruitment, cell-based, luminescence, uHTS (AID 1778). KOR beta-arrestin recruitment, luminescence, antagonist mode; higher % means a stronger effect. actives 0.091% (n = 290,000). inhibition, % at 10 µM; hits with a dose series show IC50 in µM. Kappa-type opioid receptor (Homo sapiens); in the data active = inhibition above about 50%; note: strong numbers were not always called active
KOR beta-arrestin-2: KOR agonists, beta-arrestin recruitment, primary screen, cell-based, luminescence, uHTS (AID 1777). activation, % at 10 µM, or EC50 in µM where a hit was titrated. KOR beta-arrestin recruitment, luminescence; higher % means a stronger effect. actives 0.02% (n = 280,000); in the data active = activation above about 50%, passing the limit was not always enough; note: a part of the inactive calls stands beside numbers as strong as those of hits
GPR55 beta-arrestin: GPR55 agonists via beta-arrestin recruitment, primary screen, imaging, U2OS cells, beta-arrestin-GFP redistribution (AID 1961). G-protein coupled receptor 55 (Homo sapiens). actives 0.048% (n = 290,000). U2OS GPR55 beta-arrestin-GFP redistribution imaging; higher % means a stronger effect. activation, % at 10 µM, or EC50 in µM where a hit was titrated;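 active = activation above 40% with more than 50 cells counted in the well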;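 note: U2OS osteosarcoma cells stably expressing GPR55 and beta-arrestin-GFP; plate controls were DMSO negative control for no effect and LPI positive control for full effect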
HIV peptide binding: inhibitors of HIV fusion peptide binding, primary screen, biochemical, uHTS, fluorescence dequenching (AID 1986) | cell-free peptide binding, fluorescence dequenching, 30 min; higher % means a stronger effect | one-dose inhibition, % at 20 µM; IC50 in µM for titrated hits | actives 0.3% (n = 290,000); in the data active = inhibition mostly above about 52%, no sharp cut-off; inactive = mostly below about 76%; note: some results filed as inactive read as strong as hits
AID2073: inhibitors of Mint1-CaV2.2 protein interaction, biochemical, HTRF (AID 2073) | Voltage-dependent N-type calcium channel subunit alpha-1B (Homo sapiens) | HTRF protein-protein interaction, Mint1-CaV2.2; higher % means a stronger effect | one-dose inhibition, % at 20 µM; IC50 in µM for titrated hits | actives 0.19% (n = 290,000); in the data active = inhibition mostly above about 51%, no sharp cut-off; note: some results filed as inactive read as strong as hits
Siah-1 displacement: Siah-1 peptide-binding antagonists, primary screen, biochemical, fluorescence polarization, rhodamine-plectin, uHTS (AID 1817); E3 ubiquitin-protein ligase SIAH1 (Homo sapiens); Siah-1 / rhodamine-plectin peptide fluorescence polarization; higher % means a stronger effect; displacement, % at 20 µM, or IC50 in µM where a hit was titrated; actives 0.02% (n = 290,000);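 active = displacement of at least 50% at 20 µM, with a fluorescence ratio check between 0.3 and a set limit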;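 note: plate controls were Siah plus tracer with DMSO for no effect and tracer alone without Siah for full effect; strong numbers were not always called active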
GPR35 antagonists: GPR35 antagonists blocking zaprinast-driven arrestin recruitment, primary screen, imaging, U2OS, beta-arrestin-GFP, zaprinast agonist (AID 2058); U2OS GPR35 beta-arrestin-GFP translocation imaging, zaprinast antagonism; higher % means a stronger effect; inhibition, % at 10 µM, or IC50 in µM where a hit was titrated; actives 0.052% (n = 290,000);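 active = inhibition of at least 50% with at least 30 cells and total cytoplasm GFP at most 10,000,000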
GPR55 antagonists: GPR55 antagonists blocking LPI-driven arrestin recruitment, primary screen, imaging, U2OS, beta-arrestin-GFP, LPI agonist (AID 2013) | U2OS GPR55 beta-arrestin-GFP translocation imaging, LPI antagonism; higher % means a stronger effect | inhibition, % at 10 µM, or IC50 in µM where a hit was titrated | actives 0.13% (n = 290,000);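 active = spots per cell inhibited over 60%, with over 100 cells counted and total cytoplasm intensity under 500,000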;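 note: U2OS cells stably carrying GPR55 and arrestin-GFP stimulated by 5 µM LPI near EC80; imaged beta-arrestin-GFP aggregate spots per cell after agonist stimulation; plate controls were LPI-stimulated DMSO wells for no effect and DMSO wells without LPI for full effect; some results filed as inactive read as strong as hits; confirmed hits need IC50 under 10 µM and bright autofluorescent wells are also inconclusive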
NOD1 NF-kB reporter: NOD1 signaling inhibitors, primary screen, cell-based, luminescence, uHTS (AID 1578); NOD1-driven NF-kB luciferase reporter cells, luminescence; higher % means a stronger effect; inhibition, % at 4 µM, or EC50 in µM where a hit was titrated; actives 1% (n = 290,000); in the data active = inhibition mostly above about 36%, no sharp cut-off; inactive = mostly below about 34%;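 note: HEK-293T reporter cells stimulated with the NOD1 agonist gamma-tri-DAP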
* = called active by the depositor; nt = no result given; [ ] = dose if it differs, or a comment. Not all compounds are listed. The share of hits here may be higher or lower than overall.

1) COc1cccc(N2CC34C=CC(O3)C(C(=O)O)C4C2=O)c1 (configuration not stated)
2) O=C1C(=O)N(CCN2CCOCC2)C(c2ccccc2F)/C1=C(\O)c1ccc(S(=O)(=O)N2CCOCC2)cc1 (configuration not stated)
3) CCN(CC)C(=O)C(=O)c1cn(CC(=O)NCC2CCCO2)c2ccccc12 (configuration not stated)
4) Brc1c(CSc2nc3ccccc3s2)nc2ncccn12
5) CN1CCN(S(=O)(=O)c2ccc3c(c2)CC(=O)N3C)CC1
6) O=C(NNc1ncnc2c1cnn2-c1ccccc1)c1cccs1
7) O=C(NC(=S)Nc1ccc2ncccc2c1)c1ccccc1
8) O=C(NCCN1C(=O)S/C(=C\c2ccc(F)cc2)C1=O)C1CCN(S(=O)(=O)c2cccs2)CC1
assay / entry	1	2	3	4	5	6	7	8
AID2073	0.5%	-1.3%	4.1%	12.7%	7.5%	-5.7%	16.7%	-5.3%
NOD1 NF-kB reporter	-14.1%	3.9%	-16.0%	-41.5%	-35.4%	-9.2%	8.0%	43.5%
HIV peptide binding	9.5%	-0.4%	0.9%	-1.7%	-2.0%	-0.7%	-3.0%	-4.2%
GPR55 beta-arrestin	-0.1%	0.6%	-0.1%	0.2%	-0.1%	-0.5%	-0.3%	0.2%
KOR beta-arrestin-1	2.7%	21.7%	-7.6%	-5.4%	17.9%	-12.2%	23.3%	0.0%
KOR beta-arrestin-2	-2.7%	3.4%	nt	-3.2%	-1.5%	-2.8%	-4.2%	16.7%
Siah-1 displacement	2.2%	-1.6%	0.2%	-2.2%	1.3%	-0.3%	0.3%	1.4%
GPR35 antagonists	-10.6%	1.8%	9.0%	2.9%	-15.1%	0.5%	4.0%	-3.4%
GPR55 antagonists	1.8%	-5.1%	0.0%	-7.6%	6.0%	11.0%	5.9%	-5.4%

9) Cc1cccc(-n2[nH]c(C)c(C=Nc3ccc4[nH]c(=O)[nH]c4c3)c2=O)c1
10) COc1ccccc1CCNC(=O)C(=O)NCC1OCCN1S(=O)(=O)c1ccc2c(c1)OCCO2 (configuration not stated)
11) C=C(C)Cn1c(COc2ccccc2)nnc1SCC(=O)O
12) CCOc1ccccc1NC(=O)Cn1nnc(C(=O)NCCc2ccc(OCC)c(OCC)c2)c1N
13) COc1ccccc1OCCNC(=O)Cc1ccc(Cl)c(Cl)c1
14) Cc1ccccc1NC(=O)c1ccc2nc(N3CCOCC3)sc2c1
15) CN(C)c1nc(NCc2ccccc2)nc(N/N=C/c2ccccc2F)n1
16) COc1ccc(C(=O)N2CCCc3ccccc32)cc1
assay / entry	9	10	11	12	13	14	15	16
AID2073	-20.7%	15.2%	-4.6%	4.5%	7.3%	9.6%	-2.0%	6.0%
NOD1 NF-kB reporter	-8.3%	30.7%	-17.2%	19.3%	-2.6%	-8.1%	-32.6%	nt
HIV peptide binding	15.7%	0.1%	1.0%	-1.0%	0.3%	0.2%	1.3%	-1.2%
GPR55 beta-arrestin	-0.2%	-0.2%	-0.2%	-0.3%	0.6%	-0.1%	-0.1%	-0.1%
KOR beta-arrestin-1	-5.3%	-20.5%	-4.6%	-24.5%	-12.0%	-15.7%[20 µM]	-32.2%[20 µM]	-27.0%
KOR beta-arrestin-2	-4.1%	3.1%	-2.6%	0.9%	-2.5%	-3.6%	nt	-6.1%
Siah-1 displacement	-3.2%	-6.8%	-2.0%	17.1%	0.7%	3.6%	0.7%	4.7%
GPR35 antagonists	-11.5%	1.9%	-5.5%	-11.1%	-11.2%	-4.6%	-5.8%	6.9%
GPR55 antagonists	-7.3%	-13.9%	13.0%	-2.9%	2.8%	-6.7%	8.9%	0.9%

Part of the list above in another layout:
No.	smiles	AID2073	NOD1 NF-kB reporter	HIV peptide binding	GPR55 beta-arrestin	KOR beta-arrestin-1	KOR beta-arrestin-2	Siah-1 displacement	GPR35 antagonists	GPR55 antagonists
7	O=C(NC(=S)Nc1ccc2ncccc2c1)c1ccccc1	16.7%	8.0%	-3.0%	-0.3%	23.3%	-4.2%	0.3%	4.0%	5.9%
8	O=C(NCCN1C(=O)S/C(=C\c2ccc(F)cc2)C1=O)C1CCN(S(=O)(=O)c2cccs2)CC1	-5.3%	43.5%	-4.2%	0.2%	0.0%	16.7%	1.4%	-3.4%	-5.4%
6	O=C(NNc1ncnc2c1cnn2-c1ccccc1)c1cccs1	-5.7%	-9.2%	-0.7%	-0.5%	-12.2%	-2.8%	-0.3%	0.5%	11.0%

Next section
17) O=C(NCc1ccccc1)C1CCC(CNS(=O)(=O)c2cccs2)CC1 (configuration not stated)
18) C(=N\n1cnnc1)/c1cccs1
19) CN(C)C(=O)N1CCCC(C(=O)NCc2ccccc2)C1 (configuration not stated)
20) O=C(O)CCN1C(=O)/C(=C\c2cccc(OCC(=O)Nc3ccc(Cl)cc3)c2)SC1=S
21) Clc1ccc(OCc2nn3c(C4CCCCC4)nnc3s2)cc1
22) COc1ccc(/C=N/Nc2nnc(Cc3ccccc3)c(=O)[nH]2)cc1OC
23) CCCS(=O)(=O)N1CCC(C(=O)NCCCN2CCCC2=O)CC1
24) CCc1ccc(Nc2ncccc2C#N)cc1
assay / entry	17	18	19	20	21	22	23	24
AID2073	-3.9%	6.0%	2.1%	-10.5%	-16.8%	-13.7%	-3.1%	6.8%
NOD1 NF-kB reporter	-1.7%	-23.0%	-10.1%	-10.6%	-3.0%	-0.3%	-19.5%	-6.2%
HIV peptide binding	2.2%	2.9%	1.6%	13.2µM*	-0.8%	-1.9%	0.4%	0.2%
GPR55 beta-arrestin	-0.1%	-0.2%	0.2%	-0.2%	-0.1%	1.2%	-0.2%	0.0%
KOR beta-arrestin-1	-12.8%	-14.4%	16.4%	6.4%	-0.5%	11.7%	-9.5%	-10.6%
KOR beta-arrestin-2	6.5%	7.5%	-3.9%	4.9%	-0.8%	-2.3%	0.6%	3.3%
Siah-1 displacement	-0.4%	1.1%	1.8%	13.2%	5.1%	2.9%	5.8%	1.9%
GPR35 antagonists	-4.8%	-14.6%	1.5%	-9.0%	27.4%	7.8%	-11.3%	23.5%
GPR55 antagonists	4.8%	2.5%	-4.4%	7.9%	10.6%	-11.4%	12.1%	-17.0%

25) CCNc1nc(NC(C)C)nc(N(n2cnnc2)S(=O)(=O)c2ccc(C)cc2)n1
26) CC(NC(=O)C(=O)NCCc1c[nH]c2ccccc12)c1ccccc1 (configuration not stated)
27) CCOCCNC(=O)c1ccc2c3c(cccc13)CC2
28) Cc1c(C)n(C)c2ccc(C(=O)NCCCN3CCOCC3)cc12
29) COCCOC(=O)c1c(C)oc2ccc(OC(=O)c3c(OC)cccc3OC)cc12
30) c1ccc2c(c1)CCNC2c1ccncc1 (configuration not stated)
31) CS(=O)(=O)Nc1ccc(C2=NN(C(=O)c3cccc(F)c3)C(c3cccs3)C2)cc1 (configuration not stated)
32) Fc1ccccc1OCCSc1ncnc2nc[nH]c12
assay / entry	25	26	27	28	29	30	31	32
AID2073	-2.5%	9.2%	7.0%	10.0%	-5.7%	12.4%	20.2%	6.1%
NOD1 NF-kB reporter	-2.7%	-5.8%	6.3%	2.9%	-12.5%	-12.2%	-1.4%	-44.4%
HIV peptide binding	-1.6%	-2.0%	-0.2%	-0.6%	-1.9%	0.6%	1.0%	0.2%
GPR55 beta-arrestin	-0.6%	-0.1%	-0.1%	0.5%	-0.2%	-0.2%	0.3%	-0.1%
KOR beta-arrestin-1	-23.7%	21.9%	-5.8%	-52.3%	-22.0%	-13.0%	27.9%	-41.6%[20 µM]
KOR beta-arrestin-2	10.0%	-4.5%	-7.0%	5.2%	-1.8%	2.5%	-1.8%	-8.7%
Siah-1 displacement	1.6%	5.5%	-4.1%	-4.2%	-2.9%	-1.0%	4.5%	-0.4%
GPR35 antagonists	23.8%	-8.7%	-5.2%	15.7%	-4.8%	3.3%	-10.3%	11.8%
GPR55 antagonists	7.6%	-2.2%	5.9%	-2.0%	16.4%	1.5%	3.4%	-8.6%

33) COc1cccc(C(C(=O)NC2CCCCC2)N(C(=O)c2ccco2)c2ccccc2OC)c1 (configuration not stated)
34) O=C(O)CCC(=O)OCC1CCCCC1
35) Cc1c(Cl)cccc1NC(=O)CC(C(=O)O)C1CCCO1 (configuration not stated)
36) O=C(NCC(c1ccc(F)cc1)N1CCOCC1)c1c(F)cccc1F (configuration not stated)
37) C(=N\N(Cc1ccccc1)c1ccccc1)/c1cccnc1
38) Cc1ccc(CNC(=O)CCNC(=O)N2CCn3c2nc2ccccc23)cc1
39) CCc1ccc(Nc2nnc(SCc3cc(=O)n4ccsc4n3)s2)cc1
40) COC(=O)C1=C(N)Oc2cc(N(C)C)ccc2C1c1ccccc1OC (configuration not stated)
41) CCc1nnc(NC(=O)CN2CC(C)OC(C)C2)s1 (configuration not stated)
assay / entry	33	34	35	36	37	38	39	40	41
AID2073	5.1%	-1.7%	2.7%	-9.4%	-4.8%	-2.0%	-7.2%	-14.9%	11.3%
NOD1 NF-kB reporter	-4.0%	4.8%	-4.4%	-6.0%	-22.2%	-13.9%	10.8%	5.7%	-24.9%
HIV peptide binding	-1.1%	1.3%	8.3%	-1.2%	-1.2%	1.5%	-0.9%	-0.8%	-0.6%
GPR55 beta-arrestin	-0.2%	-0.1%	0.1%	-0.1%	-0.2%	0.1%	-0.1%	0.4%	-0.4%
KOR beta-arrestin-1	-4.1%	6.3%	-21.4%	27.5%	-11.5%	nt	-31.2%	-75.9%	-23.2%[20 µM]
KOR beta-arrestin-2	-4.2%	0.6%	nt	0.6%	10.0%	nt	0.6%	-8.5%	-2.3%
Siah-1 displacement	-2.8%	5.2%	0.8%	11.5%	4.0%	-0.2%	1.3%	2.2%	-1.6%
GPR35 antagonists	-7.8%	3.1%	-1.2%	-15.5%	4.0%	-1.8%	2.0%	0.8%	-1.5%
GPR55 antagonists	8.6%	8.7%	-4.8%	5.6%	45.7%	-12.7%	12.9%	-6.6%	-4.8%

An excerpt from above, limited to GPR55 beta-arrestin and GPR35 antagonists:
entry	SMILES	GPR55 beta-arrestin	GPR35 antagonists
40	COC(=O)C1=C(N)Oc2cc(N(C)C)ccc2C1c1ccccc1OC (configuration not stated)	0.4%	0.8%
37	C(=N\N(Cc1ccccc1)c1ccccc1)/c1cccnc1	-0.2%	4.0%

Bioassay records (PubChem)
